GalR3 antag – blocks the human galanin receptor 3 | O60755 | HEK293 GalR3-CNG cAMP membrane potential fluorescence; galR3 body fused to GalR1 C-terminus | inhibition, % at 3 µM | 0.44% of 360,000 active;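 active = inhibition above the screen-wide average plus 3 SD, cut at about 13% in these data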;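 also: forskolin and galanin both at EC90 stimulate the cells; cAMP rise reported by CNG channel membrane potential dye signal; 0% = forskolin plus galanin with DMSO and 100% = forskolin alone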
IDE cell inh – cellular human IDE inhibition | AID 434962 | HEK cells, FAbetaB cleavage, fluorescence polarization | 0.41% of 320,000 active | inhibition, % at 5.59 µM;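 active = percent inhibition above the average of all tested compounds plus 3 SD, set per screening campaign, cut at about 16% in these data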;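 also: IDE supplied by intact live HEK cells; FP after avidin binding of uncleaved biotin substrate so inhibition keeps polarization high; 0% = DMSO wells and 100% = 60 µM reference IDE inhibitor Ii1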
IMP-1 inhibitor – blocks Pseudomonas aeruginosa IMP-1 metallo-beta-lactamase | purified IMP-1, nitrocefin hydrolysis, epi-absorbance fluorescence | inhibition, % at 5.6 µM | 0.45% of 290,000 active;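 active = inhibition above the mean plus 3 SD of all compounds in the same screening run, cut at about 4.5% in these data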;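 also: 0% = IMP-1 with DMSO and 100% = DMSO wells lacking enzyme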
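Material – recombinant IMP-1 enzyme, purified · Amount – IMP-1 0.2 nM before substrate addition · Medium – HEPES buffer pH 7.1 with ZnSO4 and Brij 35 · Timing – 25 °C, 15 min preincubation, 25 min reaction · Measured by – plate fluorescence quenching by hydrolysis product, ex 480/em 530 nm · Read-out – percent enzyme inhibition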
VIM-2 inh – inhibitors of Pseudomonas aeruginosa VIM-2 metallo-beta-lactamase; inhibition, % at 5.6 µM; AID 1527; purified VIM-2, nitrocefin hydrolysis, epi-absorbance fluorescence; 0.89% of 290,000 active;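 active = inhibition above the mean of all tested compounds plus 3 SD, cutoff set per screening run, cut at about 7.5% in these data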;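 also: red hydrolysis product quenches plate fluorescence so inhibitors raise well fluorescence; 0% = enzyme with DMSO and 100% = DMSO without enzyme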
CRFR2-BP antag – blocks CRF-induced signaling of the CRF-BP/CRF-R2 complex | HEK293 CRF-R2/CRF-BP, CRF-induced calcium fluorescence | inhibition, % at 11.8 µM | 0.59% of 350,000 active | AID 588475;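 active = inhibition of the ligand-induced calcium signal above about 50% at the single tested concentration, limit read from the data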
pCIP destab – lowers stability of the mouse p/CIP coactivator protein. F442A p/CIP-EGFP cells, EGFP fluorescence, 16 h. 0.01% of 290,000 active. AID 1984. decrease of EGFP signal, % at 10 µM. Q05BA5;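 active = EGFP signal decrease of at least 30% at 10 µM or well 3 SD below plate mean, unless failing retest; inactive = the rest, including hits failing retest or dose response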; also: some compounds called inactive have numbers as strong as hits; many of its hits are not listed in these tables
Target sequence (Q05BA5 1-1403): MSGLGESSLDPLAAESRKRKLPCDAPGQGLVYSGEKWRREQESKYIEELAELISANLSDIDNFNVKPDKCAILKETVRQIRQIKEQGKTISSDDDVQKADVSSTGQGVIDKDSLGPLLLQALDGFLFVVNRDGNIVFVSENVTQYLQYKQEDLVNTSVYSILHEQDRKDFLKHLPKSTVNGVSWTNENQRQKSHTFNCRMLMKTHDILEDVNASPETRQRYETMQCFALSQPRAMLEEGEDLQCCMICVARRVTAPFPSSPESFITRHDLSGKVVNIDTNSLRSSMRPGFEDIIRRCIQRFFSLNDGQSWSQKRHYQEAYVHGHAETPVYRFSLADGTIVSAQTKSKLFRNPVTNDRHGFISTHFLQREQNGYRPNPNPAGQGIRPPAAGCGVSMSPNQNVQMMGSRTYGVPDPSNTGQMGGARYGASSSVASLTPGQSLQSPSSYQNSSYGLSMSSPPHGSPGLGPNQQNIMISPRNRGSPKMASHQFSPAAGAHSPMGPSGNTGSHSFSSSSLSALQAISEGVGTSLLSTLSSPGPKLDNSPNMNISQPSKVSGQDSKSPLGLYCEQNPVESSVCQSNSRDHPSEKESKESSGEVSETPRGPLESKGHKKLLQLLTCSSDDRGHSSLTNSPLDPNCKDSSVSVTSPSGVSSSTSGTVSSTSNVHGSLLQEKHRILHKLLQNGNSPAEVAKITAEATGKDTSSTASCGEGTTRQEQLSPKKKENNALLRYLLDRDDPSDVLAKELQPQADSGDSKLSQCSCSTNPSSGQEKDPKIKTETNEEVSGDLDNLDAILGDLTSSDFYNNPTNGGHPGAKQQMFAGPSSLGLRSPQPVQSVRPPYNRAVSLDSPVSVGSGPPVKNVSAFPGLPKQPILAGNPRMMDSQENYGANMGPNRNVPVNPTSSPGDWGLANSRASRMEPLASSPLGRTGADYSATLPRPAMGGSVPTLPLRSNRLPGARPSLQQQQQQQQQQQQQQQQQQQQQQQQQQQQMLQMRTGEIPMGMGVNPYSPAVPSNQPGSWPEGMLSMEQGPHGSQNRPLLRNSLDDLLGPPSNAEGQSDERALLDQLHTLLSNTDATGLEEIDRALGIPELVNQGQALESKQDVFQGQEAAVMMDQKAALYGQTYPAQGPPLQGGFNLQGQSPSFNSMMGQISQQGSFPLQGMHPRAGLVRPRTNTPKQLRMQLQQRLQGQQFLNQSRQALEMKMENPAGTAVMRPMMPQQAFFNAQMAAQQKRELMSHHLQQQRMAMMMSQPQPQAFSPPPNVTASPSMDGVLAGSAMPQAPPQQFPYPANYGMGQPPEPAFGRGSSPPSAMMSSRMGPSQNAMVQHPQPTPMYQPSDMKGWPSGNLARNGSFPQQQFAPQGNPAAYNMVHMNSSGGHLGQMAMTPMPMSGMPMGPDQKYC
IDE act – activators of human insulin-degrading enzyme in cells; P14735; HEK cells, FAbeta-B cleavage, fluorescence polarization; 0% vehicle, 100% cell-free pure enzyme wells; activation, % at 5.96 µM; 0.073% of 340,000 active; AID 493087;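 active = activation above the mean of all tested compounds plus 3 SD, set per screening campaign, cut at about 17% in these data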
SUMO HTRF inh – blocks human SUMOylation mediated by UBC9; P63279; inhibition, % at 35 µM; 0.36% of 290,000 active; AID 2006; HTRF SUMOylation assay, SAE1/SAE2 + UBC9, in vitro; in the data active = inhibition above about 50%, passing the limit was not always enough; also: strong numbers were not always called active
HCV NS3 hel inh – HCV NS3 helicase inhibition. NS3 helicase DNA unwinding, Cy5 molecular beacon fluorescence. inhibition, % at 10.9 µM. 0.56% of 290,000 active;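 active = inhibition above the mean of all tested compounds plus 3 SD, set per campaign, cut at about 35% in these data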;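 also: 0% = DMSO wells and 100% = thioflavine S control wells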
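Assay system – hepatitis C virus NS3 helicase domain fragment enzyme · Buffer or medium – MOPS pH 6.5, MgCl2, DTT, Tween20, BSA · Reagent – Cy5/quencher beacon DNA duplex and ATP to start · Compound – single 10.9 µM dose · Timing – 1 h at 25 °C · Technique – Cy5 beacon fluorescence read at start and 1 h · Measure – % inhibition of unwinding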
* marks the source's active call; other numbers are inactive results; · = not tested or not shown.

SMILES	GalR3 antag	IDE cell inh	IMP-1 inhibitor	VIM-2 inh	CRFR2-BP antag	pCIP destab	IDE act	SUMO HTRF inh	HCV NS3 hel inh
Cc1ccsc1C(=O)N1CCC(CO)(Cc2ccccc2)CC1	-10.8	11.8	-1.9	-2.2	14.3	-14.5	-11.0	4.2	-2.5
O=C(Nc1c2c(nc3ccccc13)CCCC2)c1ccccc1Br	-5.7	4.3	-3.7	-0.9	6.0	6.1	-1.0	-11.0	-1.5
CCN1/C(=C2\C(=O)N(c3ccccc3)N=C2C)C=Cc2cc(C)ccc21	-3.0	5.0	-1.2	-2.7	28.2	-2.5	1.3	3.3	-4.9
c1ccc(-c2ccnc3nc(N4CCN(c5ccccc5)CC4)nn23)cc1	-3.5	1.6	-1.8	-4.7	15.8	-20.5	5.2	20.8	-10.5
CSc1ccc(S(=O)(=O)NCCSC(C)(C)C)cc1	-8.2	4.3	-1.1	-4.3	-7.2	-13.8	1.8	-7.1	-5.2
c1cncc(CNc2nc(-c3cccnc3)nc3ccccc23)c1	-7.6	6.0	-1.3	4.1	-5.1	2.8	-12.2	-1.0	9.6
CC(C(=O)NCC1CCCCC1)N(C)Cc1cccc(Cl)c1 (stereo unspecified)	-7.8	2.9	-2.2	-2.8	9.6	-2.9	4.5	-1.1	0.8
O=C(NC1(C(F)(F)F)NC(=O)N(CCc2ccccc2)C1=O)C1CC1 (stereo unspecified)	-3.8	6.5	-3.1	-1.3	11.4	-7.3	-0.2	8.0	-5.1
O=C(NC1=NN(c2ccccc2)CC1)Nc1ccccc1F	-2.7	7.4	-3.2	-0.8	-10.3	-7.7	3.3	-3.3	-7.8
O=C(CCC1COc2ccccc2O1)NCC1COc2ccccc2O1 (stereo unspecified)	-0.9	-1.0	-1.4	-3.8	20.0	-5.4	-1.3	18.6	-3.1
Cc1c(NC(=O)CSc2ccc(Cl)cc2)c(=O)n(-c2ccccc2)n1C	-9.3	-0.1	-0.5	0.0	15.4	-0.1	0.4	-13.4	26.6
COc1cc(/C=N/N2C(=O)c3ccccc3NC2(C)c2cccc([N+](=O)[O-])c2)cc(Br)c1O (stereo unspecified)	-0.6	6.1	-0.7	-0.9	1.4	0.9	2.3	-15.3	-10.6
Cc1cc(C)cc(C(=O)NC(=S)Nc2cccnc2)c1	1.2	-0.4	-1.7	-2.1	-14.3	6.5	-10.5	8.4	-4.3
O=C(O)c1cccc(NC(=O)c2cc(NC(=O)c3ccccc3)cc(NC(=O)c3ccccc3)c2)c1	-1.8	6.8	-3.2	-0.7	-8.2	-15.1	1.1	18.6	32.7
Nc1ccc(N=Nc2ccccc2)c2cccnc12	-7.7	3.7	-3.3	-0.8	13.2	3.0	-3.6	-0.3	-2.8
Cc1ccc(C(=O)N/C(=C\c2ccccc2F)c2nc(=S)[nH][nH]2)cc1	-3.3	1.5	-4.5	-4.8	-18.9	-7.8	8.0	0.8	-1.8
Cc1ccccc1C(=O)NNC1=NCCC1	-5.6	1.2	-3.6	-3.2	9.8	-5.5	7.8	8.3	2.4
COc1ccccc1OCC(=O)N1CCN(C(=O)c2ccco2)CC1	-0.8	2.3	-2.1	-1.7	-15.1	-8.8	0.8	-4.0	6.5
CC(C)(C)c1nc2scc(-c3cccs3)c2c(=O)o1	3.2	1.4	-0.9	-0.3	-0.6	-5.4	2.2	0.1	7.2
Nc1c(NCCC2=CCCCC2)c(=O)[nH]c(=O)n1Cc1ccccc1	-1.7	4.1	-1.9	-1.3	-6.8	-24.0	-1.5	17.3	-2.6
CC(=O)Cc1nnn(-c2cc(C)on2)n1	·	3.7	-3.2	-3.2	·	-13.1	·	-1.2	3.4
Cc1cccc(Nc2cc(=O)[nH]c(=O)[nH]2)c1C	-9.8	9.9	-5.1	-3.1	16.2	1.3	8.9	5.0	5.2
CN(C)/C(=N\S(=O)(=O)c1ccc(Cl)cc1)c1ccc(F)cc1	-10.5	-7.5	-2.2	-1.8	-12.8	-1.4	0.5	1.8	0.1
C[C@@H](NC(=O)[C@@H]1Cc2ccccc2CN1)C(=O)NCc1ccco1	-8.1	-3.5	-2.9	-1.6	-2.2	-8.0	6.6	13.8	-15.5
C=CCOn1c(=O)c(-c2cc3ccccc3o2)[n+]([O-])c2ccccc21	-3.2	-2.0	-0.5	-0.6	5.6	1.2	-1.9	-15.4	7.5

New compounds follow.
SMILES	GalR3 antag	IDE cell inh	IMP-1 inhibitor	VIM-2 inh	CRFR2-BP antag	pCIP destab	IDE act	SUMO HTRF inh	HCV NS3 hel inh
CCCC/C=C/C(NC(=O)CCc1ccccc1)c1ccccc1 (stereo unspecified)	-6.6	2.8	-0.7	-0.5	0.7	-3.7	7.1	12.2	-15.6
COc1ccc(NC(=O)CCNC(=O)Cn2cnc3sc4c(c3c2=O)CCCC4)c(OC)c1	2.4	-8.1	-2.3	-0.7	-11.9	-13.2	0.1	-11.0	2.5
CCC(C)(C)NC(=O)CC(c1ccc(OC)cc1)n1cccc1 (stereo unspecified)	-3.8	10.9	-2.1	-1.9	0.0	-2.3	-2.3	-2.4	3.6
Cc1ccc(S(=O)(=O)N2CCC(C(=O)Nc3ccccc3N3CCCCC3)CC2)cc1	-6.9	-1.4	-3.4	-1.3	7.3	-1.0	5.3	5.7	0.1
COc1ccc(N2CCN(C(=O)CNC(=O)Cc3ccc(Cl)cc3)CC2)cc1	-3.4	-1.2	-2.2	-1.6	-6.6	-16.1	1.0	7.0	-3.5
Cc1ccc(S(=O)(=O)Nc2ccccc2C(=O)Nc2ccc(S(=O)(=O)Nc3nccc(C)n3)cc2)cc1	-2.3	0.7	-2.9	-0.5	19.4	-1.2	3.3	1.8	1.1
O=C(CN1C(=O)C2C3C=CC(C3)C2C1=O)NCCc1ccccc1 (stereo unspecified)	-0.2	0.1	-3.5	-1.9	-0.1	-5.8	2.6	23.8	-1.5
S=C(NCc1ccc2c(c1)OCO2)NC1CC1	-0.2	-1.1	-1.8	-0.7	3.5	3.5	-2.2	10.6	4.2
CC1(C)CC(=O)C2=C(C1)Nc1ccccc1NC2c1ccccc1F (stereo unspecified)	-11.9	-1.4	-1.4	1.2	9.1	-5.5	-1.1	0.2	-8.0
COc1ccc(N2CCN(c3ncnc4c3cnn4-c3ccc(C)cc3C)CC2)cc1	0.0	-0.5	-3.7	-0.2	38.0	-10.7	1.0	4.0	-3.5
O=C(NCc1ccccc1Cl)C(=O)NCC1CCCN1S(=O)(=O)c1cccs1 (stereo unspecified)	-2.1	-0.2	·	·	3.6	·	2.5	·	·
O=C(NC(=S)Nc1cccc(NC(=O)c2ccccc2)c1)c1cccc([N+](=O)[O-])c1	-1.7	-0.7	-1.7	-3.2	-29.9	-7.7	3.7	-12.1	-6.8
ClC1(Cl)CC1CSc1ncn[nH]1 (stereo unspecified)	-0.3	·	-3.5	-1.5	16.4	12.1	4.4	-11.9	31.0
COc1ccc(-c2noc(CCC(=O)N3CCN(c4cc(C)ccc4C)CC3)n2)cc1	-0.2	8.4	-2.7	-4.1	2.0	-8.6	-0.5	3.9	-11.2
COc1ccc(/C=C/C(=O)OCC(=O)c2c[nH]c3ccccc23)cc1	-1.6	-0.2	·	·	9.3	·	-5.8	·	·
CCCCOC(=O)n1c(=O)oc2ccc(S(=O)(=O)N3CCCCC3)cc21	-6.0	5.0	0.2	0.0	14.7	-3.0	-3.3	24.0	-5.2
COc1ccc(Cl)cc1NC(=O)NCCN1CCCCC1	-2.0	4.8	-2.1	-2.8	-9.0	-1.8	-3.6	-10.3	5.6
CCCc1nc2nc(C)c(NS(=O)(=O)c3ccc(C(C)(C)C)cc3)c(=O)n2[nH]1	-9.7	2.3	-3.4	-1.3	1.8	7.0	1.0	7.1	21.9
Cc1ccc(C(NC(=O)N2CCOCC2)C(Cl)Cl)cc1F (stereo unspecified)	-4.2	-1.9	-3.2	-0.6	-1.5	-4.1	4.0	10.6	-2.1
O=C(NC(=S)Nc1ccc2[nH]ncc2c1)c1ccccc1	-2.0	8.9	-0.6	-1.7	-2.4	-11.6	4.5	-8.1	1.9
COC(=O)c1ccc(CSc2nc3sc(C(=O)O)c(C)c3c(=O)[nH]2)cc1	-0.2	2.6	-1.3	-3.0	-5.6	-13.0	·	14.9	8.5
Cc1c(Cl)cccc1N1C(=O)CC(NNC(=O)c2cccnc2)C1=O (stereo unspecified)	-3.1	3.2	-0.4	-2.5	13.1	-11.5	1.1	-1.7	8.3
CCOC(=O)N1CCN(C(=O)CSc2nnc(-c3ccc(C(C)(C)C)cc3)o2)CC1	1.4	0.9	-2.8	-1.4	88.7*	-5.8	6.7	6.1	2.4
COCCNC(=O)C1CC(=O)N(C2CCCCC2)C1 (stereo unspecified)	-1.9	12.1	-3.4	-3.5	6.4	-2.3	6.1	14.5	0.0
Cc1cc(OCC(=O)NCc2ccccn2)c2c(C)c(C)c(=O)oc2c1	-8.5	-1.7	-0.3	9.0*	28.7	-4.3	0.1	20.4	-4.4

Exported with each value named: entries from further up.
COc1ccc(N2CCN(C(=O)CNC(=O)Cc3ccc(Cl)cc3)CC2)cc1
- GalR3 antag: -3.4
- IDE cell inh: -1.2
- IMP-1 inhibitor: -2.2
- VIM-2 inh: -1.6
- CRFR2-BP antag: -6.6
- pCIP destab: -16.1
- IDE act: 1.0
- SUMO HTRF inh: 7.0
- HCV NS3 hel inh: -3.5

Cc1ccc(S(=O)(=O)Nc2ccccc2C(=O)Nc2ccc(S(=O)(=O)Nc3nccc(C)n3)cc2)cc1
- GalR3 antag: -2.3
- IDE cell inh: 0.7
- IMP-1 inhibitor: -2.9
- VIM-2 inh: -0.5
- CRFR2-BP antag: 19.4
- pCIP destab: -1.2
- IDE act: 3.3
- SUMO HTRF inh: 1.8
- HCV NS3 hel inh: 1.1

(next part)
SMILES	GalR3 antag	IDE cell inh	IMP-1 inhibitor	VIM-2 inh	CRFR2-BP antag	pCIP destab	IDE act	SUMO HTRF inh	HCV NS3 hel inh
Cn1c(-c2ccc3c(c2)OCO3)cc(=O)c2ccccc21	-1.8	1.3	-1.4	-0.3	-9.6	-5.4	1.7	34.3	5.4
CCCCCn1c(=N)c(S(=O)(=O)c2ccc(Br)cc2)cc2c(=O)n3cccc(C)c3nc21	-6.8	-7.2	-2.7	-5.7	-25.6	-13.9	5.5	13.6	1.7
Cc1cc(C)n(-c2ccc(C(=O)Nc3nnc(C)s3)cc2)n1	-3.9	-11.8	-1.7	-1.2	7.5	-7.2	0.4	-1.1	2.1
CCCn1c(N)c(N(CCOC)C(=O)/C=C/c2cccc(Cl)c2)c(=O)[nH]c1=O	-5.9	2.0	-2.7	-3.2	-22.4	-1.0	3.9	4.2	3.8
O=C(NCCCN1CCCCC1)C1(S(=O)(=O)c2ccc(Cl)cc2)CC1	-4.1	-1.6	-4.3	-3.0	0.8	7.2	7.2	-0.7	10.3
C[n+]1ccn(CC(=O)c2cc(C(C)(C)C)c(O)c(C(C)(C)C)c2)c1	-9.7	3.4	0.8	0.3	1.7	-20.0	10.4	-3.2	-10.6

Screens as filed in PubChem BioAssay.
